Source: PubChem
Avidin fluor – avidin bead compound fluorescence profile. Avidin beads, compound fluorescence 488/530 nm, flow cytometry; hits give high values. fluorescence (KMESF) at 10 µM. 220,000 compounds, 0.38% hits. AID 1775; in the data active means fluorescence above about 47; further: inactives centre near 10
Pf gamet viab – P. falciparum stage V gametocyte viability inhibition | P. falciparum stage V gametocytes, ATP luminescence, 24 h | inhibition, % at 10.9 µM | 150,000 compounds, 0.065% hits | AID 743093;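 active means inhibition above the mean plus 3 SD of compounds within the control limits, set per campaign, cut at about 38% in these data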;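 further: 0% = DMSO wells and 100% = medium only without gametocytes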
The depositor's hits bear a star. An excerpt, so the mix of outcomes need not match the whole.

SMILES | Pf gamet viab | Avidin fluor
CC(C)(C)c1ccc(C(=O)/C(C#N)=C/c2cccs2)cc1 | -2 | 8
CN(C)c1nc(C(=O)O)nc(N2CCOCC2)n1 | -24 | 5
CC(C)COP(=O)(OCC(C)C)C(O)c1ccc2c(c1)OCO2 (stereo not drawn) | -1 | 9
Cc1cc(N)n(-c2ccc(S(=O)(=O)N3CCOCC3)cc2[N+](=O)[O-])n1 | 18 | 9
Cc1cccc(N2CC(C(=O)O)CC2=O)c1C (stereo not drawn) | 1 | 6
O=[N+]([O-])c1ccccc1/C=C/C=N/n1c(-c2cc(-c3ccccc3)n[nH]2)n[nH]c1=S | 11 | 6
Cc1ccc(N(C(=O)Nc2ccccc2)C2=NCCC2)cc1 | 2 | 1
Cc1ccc(NC(=O)N[C@H](C(=O)O)C(C)C)c(C)c1 | 13 | 8
S=C(NCc1ccco1)N/N=C/c1ccncc1 | 0 | 7
O=C(Nc1ccccc1)Nc1cccc2ccccc12 | 16 | 6
Cc1nn(-c2ccccc2)c(Cl)c1/C=N/NC(=O)c1ccccc1F | 29 | 6
CCCOP(=O)(c1ccc(N(C)C)cc1)C(Nc1ccccc1)c1ccc(C)cc1 (stereo not drawn) | 0 | 7

Next results.
SMILES | Pf gamet viab | Avidin fluor
O=C(CC1SC(=O)N(c2ccccc2)C1=O)Nc1cccc2ccccc12 (stereo not drawn) | -24 | 7
CNC(=O)/C(C#N)=C1\SC(Cc2ccc(F)cc2)C(=O)N1c1ccccc1C (stereo not drawn) | -7 | 8
O=C1CN(C(=O)CNCc2ccccc2)c2ccccc2N1 | 6 | 4
O=C(CC(Nc1ccc(Cl)cc1Cl)C(=O)O)c1ccccc1 (stereo not drawn) | 6 | 5
CCOC(=O)/C(C#N)=C/Nc1ccccc1OC(F)(F)F | -64 | 105*
COC(=O)C1=C2SCC(=O)N2C(N)=C(C#N)C1 | -26 | 7
O=C(CSc1n[nH]c(=O)[nH]c1=O)N1CCCCCC1 | 10 | 3
Nc1cc(N)nc(SCc2cc([N+](=O)[O-])cc3c2OCOC3)n1 | 11 | 9
CCn1c(=O)c(=O)n(CC)c2cc(S(=O)(=O)Nc3ccc(C)cc3)ccc21 | -6 | 6
Cn1c(C2=C(O)CN(Cc3ccccc3)C2=N)nc2ccccc21 | -1 | 7
CCn1c(SCC(=O)Nc2ccccc2OC)nc(O)cc1=O | -20 | 8
CC(=O)c1cccc(OCC(=O)N(C)CC(=O)Nc2ccc(F)cc2)c1 | -9 | 9

(listing goes on)
SMILES | Pf gamet viab | Avidin fluor
CC1(C)CC(=O)C2=C(C1)OC(N)=C(C#N)[C@@H]2c1ccccc1[N+](=O)[O-] | 22 | 7
CCCCOc1ccc(CSC(=N)N)cc1Cl | 3 | 5
Cc1cc(=O)[nH]c2c1c(C)nn2C(C)(C)C | 3 | 16
Cc1ccc(-c2nnn(CC(=O)N(CCN3CCOCC3)C(C(=O)NC(C)(C)C)c3ccc(C)o3)n2)cc1 (stereo not drawn) | -7 | 14
O=C(O)CCC(=O)Nc1nc2nccc(-c3ccccc3)n2n1 | -15 | 5
CCCc1cc(=S)n2c([nH]c3ccccc32)c1C#N | 8 | 4
CC(=O)N1CC[n+]2c(-c3ccc([N+](=O)[O-])cc3)csc21 | 15 | 0
COC(=O)C1=C(N)Oc2c(oc(CO)cc2=O)C1c1ccc(F)cc1 (stereo not drawn) | 2 | 13
O=C(O)c1cc(NN=Nc2cccc([N+](=O)[O-])c2)cc([N+](=O)[O-])c1 | -19 | 8
COc1cc2c(cc1OC)C(C)N(C(=O)c1c(-c3ccccc3)noc1C)CC2 (stereo not drawn) | -11 | 8
N#CCCN(Cc1cccs1)C(=O)Nc1ccc(F)cc1 | 10 | 9
Cc1nc(N)c(CC(Br)CBr)c(Cl)n1 (stereo not drawn) | -19 | 9

Continuation.
SMILES | Pf gamet viab | Avidin fluor
O=S(=O)(Nc1ccccc1O)c1ccc(Cl)nc1 | 10 | 5
Cc1ccc(S(=O)(=O)NNC(=O)c2cnn(-c3ccccc3)c2C(F)(F)F)cc1 | 18 | 6
Cc1cc(=O)[nH]c(SCC(=O)NN(c2ccccc2)c2ccccc2)n1 | 17 | 2
CN(C(=O)COC(=O)c1ccc(-c2ccc(O)cc2)cc1)C1CCS(=O)(=O)C1 (stereo not drawn) | 7 | 3
O=C(c1ccc2c3n(nc2c1)-c1ccccc1CO3)N1CCCCC1 | -4 | 9
Clc1ccccc1C1=CC(c2ccco2)n2ncnc2N1 (stereo not drawn) | -2 | 8
S=C(Nc1ccc2c(c1)OCO2)Nc1ccccc1Cl | -1 | 9
COc1ccc(C(=O)CSc2nnn(-c3cccc(NC(C)=O)c3)n2)cc1 | -4 | 6
COc1ccc(OC)c(S(=O)(=O)NCC(=O)O)c1 | 5 | 9
CCn1c(SCC(=O)Nc2nccc(C)n2)nc2ccccc21 | -19 | 3
CCCCN(C)c1c(N2CCC(C(=O)OCC)CC2)c(=O)c1=O | -7 | 9
O=C(CCc1nnc(CCCCc2ccccc2)o1)N1CCCCC1CCO (stereo not drawn) | 2 | 6

Reformatted: entries from further up.
COc1ccc(C(=O)CSc2nnn(-c3cccc(NC(C)=O)c3)n2)cc1
- Pf gamet viab = -4
- Avidin fluor = 6
COc1ccc(OC)c(S(=O)(=O)NCC(=O)O)c1
- Pf gamet viab = 5
- Avidin fluor = 9
CCn1c(SCC(=O)Nc2nccc(C)n2)nc2ccccc21
- Pf gamet viab = -19
- Avidin fluor = 3
CCCCN(C)c1c(N2CCC(C(=O)OCC)CC2)c(=O)c1=O
- Pf gamet viab = -7
- Avidin fluor = 9

Following part
SMILES | Pf gamet viab | Avidin fluor
CN1CCN(c2ccccc2NC(=O)c2ccc(F)cc2)CC1 | -1 | 10
CN(/N=C/c1ccc(Cl)cc1)c1ncc(Cl)cc1C(F)(F)F | -3 | 5
O=[N+]([O-])c1cccc(-c2cc(C(F)(F)F)n3nc(-c4ccccc4)cc3n2)c1 | -1 | 2
CCn1nnc(NC(=S)NC(=O)c2ccc(-c3cccc(Cl)c3)o2)n1 | 14 | 3
O=C(NC1CCS(=O)(=O)C1)/C(=C\c1ccco1)NC(=O)c1ccccc1 (stereo not drawn) | 5 | 7
O=C(Nc1ccccc1F)c1cc2c(s1)-c1ccccc1S(=O)(=O)C2 | 3 | 7
O=C(N/N=C/c1ccco1)c1cc(-c2ccc(Cl)cc2)n[nH]1 | 4 | 7
CC(=O)N/C(=C/c1ccc(OS(=O)(=O)c2ccc(C)cc2)cc1)C(=O)Nc1ccc(C(=O)O)cc1 | 7 | 8
CCc1nc(CN2CCN(c3ccc(C(F)(F)F)cn3)CC2)c(C)[nH]1 | 6 | 6
Cc1ccc(CN2C(=O)N/C(=C\c3ccc(-c4ccc(C(=O)O)cc4C)o3)C2=O)cc1 | 3 | 6
CN1C(=O)NC(c2ccc(O)cc2)C2=C1CN(c1ccccc1)C2=O (stereo not drawn) | 0 | 15
CCCCc1c(O)nc(SCC(=O)c2ccccc2)n(-c2ccccc2)c1=O | 1 | 6

The list continues.
SMILES | Pf gamet viab | Avidin fluor
Cn1nc2c3ccccc3n(Cc3ccccc3)c2nc1=S | -2 | 8
COc1ccc(OC)c2c1sc(=NC(=O)C1COc3ccccc3O1)n2C (stereo not drawn) | -3 | 6
CCCSc1nc2sc3c(c2c(=O)n1CC)CC(C)(C)OC3 | 24 | 22
Oc1[nH]c2ccccc2c1N=Nc1nc(Nc2ccccc2)nc(N2CCOCC2)n1 | 18 | 7
O=C(CCC(=O)OCC(=O)c1cccc([N+](=O)[O-])c1)NC1CCCCC1 | 19 | 3
COC(=O)c1ccc(S(=O)(=O)NCc2ccc(S(N)(=O)=O)cc2)n1C | -11 | 4
CSCC[C@H](NC(=O)Nc1ccc(Oc2ccccc2)cc1)C(=O)O | 10 | 6
COC(=O)Cc1[nH]c(Cl)nc1C(N)=O | 2 | 9
CN(C)CCCN(Cc1ccc2c(c1)OCO2)C(=O)NC1CCCCC1 | 5 | 6
COc1ccccc1NC(=O)c1c(N=Cc2cccc([N+](=O)[O-])c2)cnn1C | 12 | 6
COC(=O)C(=CC(=CN(C)C)C=C(C(=O)OC)C(=O)OC)C(=O)OC | -10 | 5
O=C(O)c1ccccc1Nc1ccnc(Cl)n1 | 5 | 8

New compounds follow
SMILES | Pf gamet viab | Avidin fluor
CC(NC(=O)CSc1n[nH]c(=O)[nH]c1=O)C1CC2CCC1C2 (stereo not drawn) | -7 | 8
O=C(NCCCn1ccnc1)/C(=C/c1ccco1)NC(=O)c1ccco1 | 9 | 12
COc1ccc(/C=N/NC(=O)c2c(C)nc3ccc(Br)cn23)cc1OC | 6 | 7
O=C(Cn1cnc2cc([N+](=O)[O-])ccc2c1=O)Nc1ccccc1-c1ccccc1 | -13 | 6
N#C/C(=C\c1ccc(-c2cccc([N+](=O)[O-])c2)o1)C(=O)Nc1nc(-c2cccs2)cs1 | -9 | 7
Cc1ccc(C2C(C(=O)c3cccs3)=C(O)C(=O)N2c2cccc(C)n2)cc1 (stereo not drawn) | 14 | 4
COc1ccc(C(=O)C[n+]2cccc(Br)c2)cc1 | 13 | 8
C(=N\Nc1nccc(-c2cccnc2)n1)/c1ccccc1 | -31 | 6
O=C1Nc2ccccc2C1(O)Cc1ccccn1 (stereo not drawn) | -13 | 11
CCOC(=O)C1=NOC2C3CC(C12)C1C(=O)N(CCc2ccc(OC)c(OC)c2)C(=O)C31 (stereo not drawn) | -11 | 9
CC(C)CC(=O)NC(=S)Nc1ccc(N2CCN(C(=O)c3cccs3)CC2)cc1 | 5 | 8
COc1cc(/C=C2\SC(=S)N(N3CCOCC3)C2=O)ccc1O | -9 | 7

The results go on:
SMILES | Pf gamet viab | Avidin fluor
CCCCN(C(C)=O)C1CC(=O)N(c2ccc(OCCC)cc2)C1=O (stereo not drawn) | -8 | 5
CC1CC(C)CN(C(=O)C2CCC(CNc3c(N4CCCCC4)c(=O)c3=O)CC2)C1 (stereo not drawn) | -16 | 3
N#C/C(=N\Nc1ccccc1)C(N)=S | -1 | 7
CCCNC(=O)Cn1sc2nc(C)cc(C)c2c1=O | 11 | 2
NNC(=O)c1n[nH]c(=O)c2ccccc12 | -4 | 6
Nc1nc(NCCOCCO)nc(NCC2CCCO2)c1[N+](=O)[O-] (stereo not drawn) | 20 | 4
Nc1ccccc1C(=O)NCCN1CCNC1=O | 6 | 3
O=C(O)c1cccc(Cn2c(Cl)c(/C=N/NC(=O)c3cccc(O)c3)sc2=O)c1 | 21 | 9
c1csc(-c2nc(-c3ccc(-c4ccon4)s3)no2)c1 | 17 | 9
COc1ccc(CNc2ncnc3c2[nH]c2ccccc23)cc1 | -7 | 3
Cc1onc(-c2c(F)cccc2Cl)c1C(=O)Nc1ccccc1N1CCOCC1 | -7 | 9
COC(=O)CCC(=O)OC1(C)C(=O)C=C2C=C(C3CC3)N(c3ccccc3)C=C2C1=O (stereo not drawn) | 17 | 8

(list continues)
SMILES | Pf gamet viab | Avidin fluor
Cc1ccc(/C=C/C(=O)O)cc1S(=O)(=O)N1CCC(Cc2ccccc2)CC1 | -2 | 8
N#Cc1ccc(/C=C(\C(=O)C(=O)O)c2ccc3ccccc3n2)cc1 | 5 | 9
O=C(Nc1nc2cc3c(cc2s1)OCCO3)c1ccc(N2C(=O)CCC2=O)cc1 | 0 | 9
CCn1cc(C(=O)NCc2ccncc2)c(=O)c2cc(F)c(N3CCN(C(=O)c4ccco4)CC3)cc21 | -24 | 6
NS(=O)(=O)c1ccc(NC(=O)CN2C(=O)c3ccccc3C2=O)cc1 | -22 | 8
O=c1c(C(c2ccc(Cl)cc2)c2c(O)nc3n(c2=O)CCCS3)c(O)nc2n1CCCS2 | -13 | 9
Cc1cc(C)cc(NC(=O)N(C)Cc2ccccc2)c1 | 2 | 7
O=C(O)c1ccc(NCc2nc3ccccc3n2Cc2ccccc2F)cc1 | 3 | 22
Cn1c(SCC(=O)N/N=C/c2ccccn2)nnc1-c1ccccc1 | -3 | 6
COc1ccccc1Oc1coc2c(CN3CCOCC3)c(O)ccc2c1=O | -7 | 5
C(#CC1CCCCC1)c1ccc2c(c1)COc1c3ccccc3nn1-2 | -52 | 9
O=C(CN1CCN(Cc2ccccc2Cl)CC1)N/N=C/c1ccco1 | 2 | 8

(more compounds)
SMILES | Pf gamet viab | Avidin fluor
CCOc1ccc(-c2c(C(=O)N/N=C/c3ccc(O)cc3)nnn2-c2nonc2N)cc1 | -2 | 6
Cc1ccc(-c2csc(NC(=O)C3=NN(C4CCS(=O)(=O)C4)C(=O)CC3)n2)cc1 (stereo not drawn) | 12 | 6
CCN(CC)S(=O)(=O)c1ccc(N2CCOCC2)c(NC(=O)C(C)(C)C)c1 | 6 | 9
COc1cccc(-c2cc(-c3cccnc3)c(C#N)c(N)n2)c1 | 15 | 8
CC1(C)C2C(Cl)(Cl)C2(C)c2ccccc2N1C=O (stereo not drawn) | -1 | 2
CN1Cc2sc(NC(=S)NC(=O)c3ccccc3)c(C#N)c2CC1(C)C | 21 | 8
CCOC(=O)Cc1csc(NC(=O)CC(C)(C)CC(=O)O)n1 | -5 | 4
NS(=O)(=O)c1cccc(NC(=O)Nc2ccccc2)c1 | 10 | 5
CC(C)(C)c1ccc(C(=O)NNc2ccc(F)cc2F)cc1 | 27 | 7
Cc1c(NC(=S)N/C(=N/S(=O)(=O)c2ccccc2)c2ccccc2)c(=O)n(-c2ccccc2)n1C | -36 | 8
CCOc1ccccc1NC(=O)CSc1nc2nc(-c3cccs3)cc(C(F)(F)F)c2c(=O)[nH]1 | 7 | 11
CCC1(CC)Cc2ccccc2-c2nc(NN)[nH]c(=O)c21 | 11 | 3

Going on with the list:
SMILES | Pf gamet viab | Avidin fluor
CCn1c(=O)c2cc(C(=O)Nc3cccc(C(C)=O)c3)sc2c2ccccc21 | -16 | 7
CCCc1nc2oc3c(Cl)ncnc3c2c2c1CCCC2 | 0 | 3
C=CCC1(C#N)C(=S)NC(C)=C(C(=O)OCC)C1c1ccccc1 (stereo not drawn) | 11 | 8
Cc1ccc(S(=O)(=O)N(C)C)cc1NC(=O)Nc1c(-c2ccccc2)noc1C | -4 | 6
COc1ccc(-n2c(SCC(=O)Nc3ccc(Br)cc3)nc(O)cc2=O)cc1 | -26 | 6
